RAD54 inh = inhibitors of human RAD54 branch migration, primary screen, biochemical, fluorescence, single point; RAD54 Holliday junction branch migration, FAM/BHQ fluorescence; actives 0.14% (n = 360,000); AID 602329, 2012; inhibition, % at 10.4 µM; DNA repair and recombination protein RAD54-like (Homo sapiens), Q92698;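 active = mean normalized replicate activity at least 40 and at least half of replicates scoring 40 or more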;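 also: 0% = median of neutral control wells and 100% = median of positive control wells; inhibitors cause a drop in the FAM fluorescence signal; in these data hits start at about 50%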
PglD inh = C. jejuni PglD acetyltransferase inhibitors, primary screen, biochemical, DTNB colorimetric, single point | inhibition, % at 12.5 µM | actives 0.098% (n = 360,000) | purified PglD enzyme, DTNB colorimetric CoA detection | UDP-N-acetylbacillosamine N-acetyltransferase PglD (Campylobacter jejuni); in the data active = inhibition above about 16%, passing the limit was not always enough; also: strong numbers were not always called active
miR-122 sensor = miR-122 Renilla sensor signal increase in Huh7, primary screen, miR-122 inhibitor project, cell-based, single point, plate reader; Huh7 miR-122 Renilla luciferase sensor, 48 h; neutral wells = 0, positive control = 100; activation (reporter increase), % at 12.5 µM; actives 0.3% (n = 340,000); AID 602342, 2012;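 active = mean replicate activation score at least 90 and every replicate individually at or above 90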;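 also: higher luciferase means less miR-122 activity so hits act as miR-122 inhibitors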
E-selectin induc = E-selectin induction in HUVECs, primary screen, imaging, HUVEC, immunofluorescence imaging, single point. P16581. normalized: neutral wells 0, TNF-alpha wells 100. activation, % at 7.58 µM. actives 0.37% (n = 260,000);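 active = mean E-selectin-positive cell signal at least 10% of the positive control, reached in at least 60% of replicates, without over 20% cell loss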;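 also: in these data hits start at about 27%; measured in HUVEC primary endothelial cells; signal is the percent of cells scored E-selectin positive by PE staining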
Target sequence (P16581 whole entry, looked up): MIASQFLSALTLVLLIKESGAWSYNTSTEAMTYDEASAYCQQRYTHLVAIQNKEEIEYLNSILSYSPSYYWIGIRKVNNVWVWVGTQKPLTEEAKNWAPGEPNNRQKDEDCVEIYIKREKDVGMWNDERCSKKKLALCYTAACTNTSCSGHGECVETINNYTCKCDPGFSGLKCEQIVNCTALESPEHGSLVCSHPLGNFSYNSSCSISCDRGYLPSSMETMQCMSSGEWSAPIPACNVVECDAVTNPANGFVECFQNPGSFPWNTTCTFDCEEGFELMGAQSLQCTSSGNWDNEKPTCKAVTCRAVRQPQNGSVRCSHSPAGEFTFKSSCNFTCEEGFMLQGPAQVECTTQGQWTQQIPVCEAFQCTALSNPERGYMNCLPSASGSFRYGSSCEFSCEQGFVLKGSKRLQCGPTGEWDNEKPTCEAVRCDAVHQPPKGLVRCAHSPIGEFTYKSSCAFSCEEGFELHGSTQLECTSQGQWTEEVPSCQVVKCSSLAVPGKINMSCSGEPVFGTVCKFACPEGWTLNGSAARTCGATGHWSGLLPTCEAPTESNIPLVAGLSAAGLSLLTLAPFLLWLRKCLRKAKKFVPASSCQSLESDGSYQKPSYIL
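System: HUVEC, human umbilical vein endothelial cells; quantity: 3,000 cells/well; buffer or medium: EGM-2 medium, gelatin-coated wells; dosing: single-point compound dose; detection: immunofluorescence imaging; evaluation: % PE-positive cells; benchmarks: TNF-alpha, DMSO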
RAD52 inh = RAD52 DNA annealing inhibitors, primary screen, biochemical, FRET, single point, set 2. actives 0.46% (n = 360,000). inhibition, % at 18.7 µM. recombinant RAD52 DNA annealing, FRET fluorescence;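 active = every replicate showing at least 50% inhibition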
Target sequence (P43351 whole entry, looked up): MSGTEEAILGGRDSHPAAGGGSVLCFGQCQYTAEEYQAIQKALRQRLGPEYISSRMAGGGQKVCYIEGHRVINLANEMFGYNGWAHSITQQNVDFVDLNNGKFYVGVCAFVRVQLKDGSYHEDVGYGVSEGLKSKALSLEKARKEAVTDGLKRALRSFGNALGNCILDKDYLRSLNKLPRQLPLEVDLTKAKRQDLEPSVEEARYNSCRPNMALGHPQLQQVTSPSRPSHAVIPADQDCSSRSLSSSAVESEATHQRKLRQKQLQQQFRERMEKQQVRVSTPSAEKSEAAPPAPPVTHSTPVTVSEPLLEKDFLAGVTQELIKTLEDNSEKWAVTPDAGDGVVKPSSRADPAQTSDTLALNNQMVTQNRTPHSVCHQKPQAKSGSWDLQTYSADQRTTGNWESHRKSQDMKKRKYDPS
ERAP1 HTS inh = human ERAP1 aminopeptidase inhibitors, primary screen, biochemical, single point, plate reader | inhibition, % at 10.7 µM | Endoplasmic reticulum aminopeptidase 1 (Homo sapiens), Q9NZ08 | recombinant ERAP1, Leu-AMC fluorescence, 60 min | AID 652197, 2013 | actives 0.15% (n = 340,000);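 active = mean replicate inhibition of at least 30%, or all replicates individually reaching that 30% level; inactive = mean below 30% and not every replicate reaching it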;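 also: 0% = neutral control wells and 100% = L-leucinethiol positive control wells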
PGC1a acetyl inh = inhibitors of PGC1a acetylation signal, primary screen, cell-based, U2OS, AlphaScreen, inhibitor mode; AlphaScreen anti-acetyl-lysine; with virally co-expressed GCN5 acetyltransferase; inhibition, % at 15.6 µM; actives 0.17% (n = 350,000); AID 651687, 2012;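 active = every replicate shows inhibition of at least 40%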;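 also: 0% = neutral control wells and 100% = positive control wells; some results beyond the cut were filed as inactive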
Cneo AK release = Cryptococcus neoformans cell lysis inducers, primary screen, AK release luminescence, single concentration | C. neoformans lysis, adenylate kinase release luminescence, 4 h; normalised: neutral wells 0, clomiphene wells 100 | lysis activity, % at 15 µM | actives 0.2% (n = 360,000) | AID 651654, 2012;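 active = mean lysis activity across replicates of at least 80%, whatever share of replicates individually reach that level; inactive = mean lysis activity below 80%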
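Assay system: Cryptococcus neoformans yeast cells / Dosing: single-point compound dose / Timing: 4 h at 37 °C static, read 1 h later / Measured by: luminescence of released adenylate kinase using an AK detection reagent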
The depositor's hits bear a star; nt = not tested or not shown; [ ] = dose if it differs, or a comment.

SMILES	RAD54 inh	PglD inh	miR-122 sensor	E-selectin induc	RAD52 inh	ERAP1 HTS inh	PGC1a acetyl inh	Cneo AK release
COCCNC(=O)CCc1c(C)nc2c(c(C)nn2-c2ccc(C)cc2)c1C	-6	-4	nt	0.5	-3	3	nt	4
Cc1cccc(S(=O)(=O)N[C@H]2CC[C@@H](CCNC(=O)CCN3CCCCC3)O[C@H]2CO)c1	-2	-1	nt	-0.4	-13	-1	-2	-2
CCOC(=O)c1ccc(NC(=O)CN2C(=O)C(C)SC(C)C2=O)cc1 (stereo not given)	-7	-1	2	nt	-9	-2	2	4
Cc1ccc(C(=O)NC(=S)NNC(=O)c2ccccc2[N+](=O)[O-])cc1	-4	-9	3	nt	nt	nt	-12	1
CC(C)C(=O)N1CCN(c2nc(-c3ccccc3)c3c(c2C#N)CCCC3)CC1	8	-4	-16	nt	-17	6	-14	nt
N#Cc1ccc(-c2ccc3c(c2)[C@@H]2[C@@H](CCN2C(=O)C2CCCCC2)[C@@H](CO)N3)cc1	-7	-8	-5[16.7 µM]	0.1	-109	0	0	12
CC1CCc2nc3ccc(S(=O)(=O)N4CCC(C(=O)O)CC4)cc3c(C(=O)O)c2C1 (stereo not given)	-15	-4	1	1.5	-337	nt	1	-1
COc1cc(CN2CC3(CN(C)C3)c3c([nH]c4cc(OC)ccc34)[C@H]2CO)cc(OC)c1	nt	nt	nt	-0.4	15	2	0	nt
O=C1C2C3C=CC(CC3)C2C(=O)N1/N=C/c1c[nH]c2ccccc12 (stereo not given)	nt	nt	-3	nt	-7	1	10	nt
COc1ccc(S(=O)(=O)NCc2ccccc2Cl)cc1OC	-8	-7	7	nt	nt	nt	-18	9
Cc1cc(C)c[n+](C(C)C(=O)c2ccc(Cl)cc2)c1 (stereo not given)	1	7	-1	0.0	-8	-1	4	5
Cc1cc(NS(=O)(=O)c2ccc(NC(=O)C(C)Oc3ccc(C(C)C)cc3)cc2)no1 (stereo not given)	4	8	nt	0.2	-20	0	nt	2
Cc1ccc(S(=O)(=O)Nc2cccc3c2O[C@@H](CN(C)S(=O)(=O)c2cccs2)[C@H](C)CN([C@H](C)CO)C3=O)cc1	-3	-5	8[16.7 µM]	-0.3	-3	-1	0	-49
C[C@H](CO)N1C[C@H](C)[C@H](CN(C)Cc2ccccc2)OCCCC[C@H](C)Oc2ccc(NS(=O)(=O)c3cn(C)cn3)cc2C1=O	-2	-3	9[16.7 µM]	-0.2	6	3	-6	-1
COc1ccc(NC(=O)CC(C)NCCCN2CCCC2=O)cc1 (stereo not given)	-13	2	4	-0.1	-10	-5	6	-1
Cc1cccc(CN2C(=O)CSc3ccc(C(=O)NC4CC4)cc32)c1	-2	1	-5	nt	-14	0	-3	0
COC(=O)C1=C(O)/C(=C/c2cccc(OC)c2O)N=C1C	nt	nt	nt	3.3	-19	1	2	nt
CSc1nnc(C)c(=O)n1COC(=O)/C=C/c1ccccc1	1	4	-2	-2.6	-9	nt	-3	4
O=C(CCCOc1ccccc1)Nc1ccc(S(=O)(=O)N2CCOCC2)cc1	5	2	-1	nt	nt	nt	-6	1
COc1cc(OC)c2c(-c3cccc(-c4ccc(OC)c(F)c4)c3)cc(=O)oc2c1	2	4	nt	-5.5	-8	nt	nt	0
COc1ccccc1S(=O)(=O)N[C@@H]1C=C[C@H](CC(=O)N2CCN(C)CC2)O[C@@H]1CO	0	-4	nt	-0.4	9	1	7	1
C[C@H]1CN([C@@H](C)CO)C(=O)c2cc(NS(=O)(=O)c3ccccc3)ccc2O[C@@H]1CN(C)Cc1ccc(C(=O)Nc2ccccc2N)cc1	0	-2	-10[16.7 µM]	0.1	-1	-1	2	-3
CCN(CC)S(=O)(=O)c1ccc(/C=C/C(=O)O)cc1	-4	2	0	4.7	-6	-5	1	-1
Oc1ccc(N2CCN(c3ncnc4sc(-c5ccccc5)cc34)CC2)cc1	nt	nt	nt	0.0	-3	2	-6	nt
COc1ccc(S(=O)(=O)Nc2ccc3c(c2)C(=O)N([C@H](C)CO)C[C@@H](C)[C@H](CN(C)CC2CCCCC2)O3)cc1	1	-1	4[16.7 µM]	-0.4	6	0	0	-1
C[C@@H]1CN([C@H](C)CO)C(=O)c2cc(C3=CCCCC3)cnc2O[C@@H]1CN(C)C(=O)c1ccc2c(c1)OCO2	-20	3	1[16.7 µM]	-0.2	9	-1	0	-2
Cc1nc2ncnn2c(C)c1CCC(=O)N1CCN(C(=O)c2ccco2)CC1	-4	5	-5	nt	nt	nt	3	-3
COC(=O)c1c(NC(=O)CN2C(=O)C(=O)N(CC(C)C)C2=O)sc(C)c1C	4	0	-3	1.3	-11	0	nt	-1
Cc1ccc(S(=O)(=O)N[C@@H]2CC[C@H](CC(=O)NCCN3CCCCC3)O[C@@H]2CO)cc1	8	-1	nt	0.5	-14	-1	-1	0
O=C(NCC[C@H]1CC[C@H](NC(=O)C2CCC2)[C@H](CO)O1)Nc1ccc(Cl)cc1	-7	-2	nt	0.0	7	4	10	-3
O=C(Nc1ccc(F)cc1)Nc1ccccc1N1CCCCC1	10	-3	12	0.0	-11	-3	nt	-1
CC12CC3(C)CC(C)(C1)CC(C(=O)NCc1cccnc1)(C2)C3	-9	1	nt	0.4	3	-5	nt	0
Cc1ccc(S(=O)(=O)Nc2cccc3c2O[C@@H](CN(C)Cc2ccccc2)[C@@H](C)CN([C@H](C)CO)C3=O)cc1	-9	2	0[16.7 µM]	0.3	8	0	-1	-4
CCN(CC)c1ccc2cc(-c3nc4ccccc4[nH]3)c(=O)oc2c1	-61	7	12	nt	nt	nt	-3	-5
C[C@H](CO)N1C[C@H](C)[C@H](CN(C)S(=O)(=O)c2ccccc2F)Oc2cc(-c3ccncc3)ccc2S1(=O)=O	5	0	-13[16.7 µM]	-0.6	8	-3	-14	-10
CCOc1ccc(NC(=O)CN2C(=O)CSC2=O)cc1	nt	nt	nt	-0.7	-11	-4	7	nt
CSc1nc2ccc(NS(=O)(=O)c3c(Cl)cccc3Cl)cc2s1	-9	1	0	4.1	nt	nt	11	-1
COc1ccc(NC(=O)C2(C)CCN2Cc2ccc(OC)c3ccccc23)cc1OC (stereo not given)	9	2	-14	nt	16	-10	nt	-1
O=c1[nH]c(C(F)(F)F)nc2c1nc1n2CCC1	-9	2	4	0.0	-6	4	-4	-2
CCOC(=O)[C@H]1[C@H]2COc3ccc(C)cc3[C@@H]2N2C(=O)CN(Cc3ccc(OC)cc3)C(=O)[C@@]12C	-2	1	nt	0.7	-29	0	nt	0
COc1cccc(CN2[C@H](CO)[C@H](c3ccccc3)C23CN(C(=O)C2CCCCC2)C3)c1	nt	nt	nt	-0.1	-5	2	-2	nt
Cc1ccc(S(=O)(=O)N(C)C[C@@H]2OCCCC[C@@H](C)Oc3ccc(NC(=O)c4ccccc4)cc3C(=O)N([C@H](C)CO)C[C@@H]2C)cc1	-8	7	-8[16.7 µM]	nt	-77	3	-7	3
COc1ccc(CCN(C)C2CC(=O)N(c3ccccc3)C2=O)cc1OC (stereo not given)	8	-13	-2	-0.2	-10	10	9	2
CC1CCCC(NC(=O)C2CC(=O)N(Cc3ccccc3)C2)C1C (stereo not given)	-7	-5	-5	-0.9	-1	0	nt	0
O=C(O)CCSc1nnc(COc2cccc3ccccc23)n1-c1cccc(Cl)c1	-6	-1	2	nt	-9	4	13	-9
COc1cc(/C=N/NC(=O)c2cccc(C)c2)ccc1OCC(=O)Nc1ccccc1	-15	-2	7	nt	-14	nt	-11	-4
COc1cc(C2/C(=C(\O)c3ccc4c(c3)OCCO4)C(=O)C(=O)N2CCN2CCOCC2)cc(OC)c1OC (stereo not given)	9	6	nt	1.8	-1	4	nt	2
Cn1c(-c2ccccc2)cc2onc(-c3ccccc3)c2c1=O	-8	5	4	nt	0	5	13	-4
CC(C)C[C@@H]1NC(=O)[C@H](C(C)C)NC(=O)c2cc([N+](=O)[O-])cc(I)c2OCC[C@@H](C(N)=O)NC1=O	-7	-10	-9	nt	nt	nt	1	0
C[C@@H]1CN([C@H](C)CO)C(=O)c2cc(NC(=O)Cn3cnnn3)ccc2O[C@H]1CN(C)S(=O)(=O)c1ccc(Cl)cc1	nt	nt	0[16.7 µM]	0.3	12	-5	-3	nt
O=C(N[C@H]1CC[C@@H](CCNC(=O)C2CC2)O[C@@H]1CO)c1ccccn1	0	1	nt	0.0	-1	-1	6	-1
Cn1nnnc1SCC(=O)Nc1nc(-c2ccc(F)c(F)c2)cs1	3	-1	nt	-3.8	-14	2	nt	0
CNC(=O)Nc1ccccc1C(=O)Nc1ccccc1	5	4	-6	0.2	9	1	2	-2
O=C(Nc1ccc(Nc2ccccc2)cc1)c1ccc(Br)cc1	-7	2	-1	0.9	-8	11	-10	-1
COCC(=O)N(C[C@@H]1N[C@@H](CO)[C@H]1c1ccc(C2=CCCC2)cc1)C(C)C	10	-1	21[16.7 µM]	0.0	nt	nt	-5	-1
COc1ccc(CNC(=O)C[C@@H]2CC[C@@H](NC(=O)c3ccc4c(c3)OCO4)[C@@H](CO)O2)cc1	4	2	nt	-0.1	-4	-1	0	-4
C[C@@H]1CN([C@H](C)CO)C(=O)c2cccc(NC(=O)c3ccncc3)c2O[C@H]1CN(C)S(=O)(=O)c1cccs1	16	4	-14[16.7 µM]	-11	1	3	-1	0
CC(Oc1ccccc1)C(=O)N1CCN(c2ccc(N3CCCCC3)nn2)CC1 (stereo not given)	6	3	-2	-0.2	-6	-4	-2	1
CCCCc1ccc(NC(=S)N2CCCC(CO)C2)cc1 (stereo not given)	0	-2	-8	0.3	nt	nt	nt	-9
O=C(C1CCCC1)N1CC(=O)N2[C@H](CO)[C@H](c3ccc(C#CC4CCCC4)cc3)[C@@H]2C1	nt	nt	nt	-0.1	-11	-1	-8	nt

Carrying on:
SMILES	RAD54 inh	PglD inh	miR-122 sensor	E-selectin induc	RAD52 inh	ERAP1 HTS inh	PGC1a acetyl inh	Cneo AK release
COc1cc(NC(=O)CN2C(=O)NC(C)(CCC(C)C)C2=O)cc(OC)c1 (stereo not given)	8	nt	-4	nt	nt	nt	1	-13
CCc1nc2ccc(C(=O)N3CCN(C(=O)c4ccco4)CC3)cn2c1N(CCC(C)C)CCN(C)C	-7	2	-3	-0.2	-53	-2	5	2
CSc1nnc(-c2ccccc2)n1N	8	5	1	nt	nt	nt	-4	27
Cc1cccc2cc(C#N)c(N3CCCC3)nc12	-5	-6	0	nt	nt	nt	nt	-1
CC(C)(O)C#Cc1cccc(-c2nc(C(=O)O)cc3c2[C@H](CCO)N(S(=O)C(C)(C)C)C3)c1 (stereo not given in full)	-17	1	nt	-0.2	-53	-12	nt	1
Cc1cccc(NNC(=S)Nc2ccccc2)c1	10	0	42	-0.2	-11	-1	8	4

Gathered by group, those above with a nitro group on carbon
SMILES	RAD54 inh	PglD inh	miR-122 sensor	E-selectin induc	RAD52 inh	ERAP1 HTS inh	PGC1a acetyl inh	Cneo AK release
Cc1ccc(C(=O)NC(=S)NNC(=O)c2ccccc2[N+](=O)[O-])cc1	-4	-9	3	nt	nt	nt	-12	1
CC(C)C[C@@H]1NC(=O)[C@H](C(C)C)NC(=O)c2cc([N+](=O)[O-])cc(I)c2OCC[C@@H](C(N)=O)NC1=O	-7	-10	-9	nt	nt	nt	1	0

Compound activity as filed in PubChem.
